NRP1-CendR mod – alters CendR peptide binding to human NRP-1; AID 602438; hit rate 0.85% among 360,000; FAM-RPARPAR peptide binding to NRP-1, fluorescence polarization; O14786; inhibition, % at 25 µM;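 active means inhibition or corrected inhibition above about 18%, plus a signal ratio from 0.5 to 1.5, limit read from the data, passing the limit was not always enough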; further: strong numbers were not always called active
LMPTP inh – blocks human LMPTP phosphatase; recombinant LMPTP-A, OMFP fluorogenic substrate, fluorescence intensity; inhibition, % at 20 µM; hit rate 0.22% among 360,000;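 active means compounds that cut the enzyme signal by at least half of the control window in the single-dose screen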;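 further: plate controls were DMSO wells with enzyme plus substrate for no effect and substrate without enzyme for full effect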
Target sequence (P24666 whole entry, looked up): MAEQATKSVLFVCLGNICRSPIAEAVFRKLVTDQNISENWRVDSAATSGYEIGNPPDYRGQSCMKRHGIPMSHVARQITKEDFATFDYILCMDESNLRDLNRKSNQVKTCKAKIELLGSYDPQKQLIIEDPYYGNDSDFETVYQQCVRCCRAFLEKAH
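material = LMPTP-A | quantity = 0.625 nM enzyme | reagent = OMFP substrate, 400 µM final | buffer or medium = Bis-Tris pH 6.0, DTT, detergent | detection = endpoint fluorescence intensity from OMFP dephosphorylation | dosing = single 20 µM dose | read-out basis = % inhibition relative to no-enzyme and uninhibited control wells | control set = no-enzyme and uninhibited controls | timing = 50 min at room temperature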
STEP block – STEP (human) phosphatase inhibition; hit rate 0.25% among 360,000; P54829; AID 588621; inhibition, % at 20 µM; recombinant STEP, OMFP fluorogenic substrate, fluorescence;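 active means inhibition at 20 µM, scaled per plate between control wells, above about 37%, limit read from the data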;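 further: 0% = DMSO with enzyme and substrate and 100% = substrate only without enzyme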
Target sequence (P54829 whole entry, looked up): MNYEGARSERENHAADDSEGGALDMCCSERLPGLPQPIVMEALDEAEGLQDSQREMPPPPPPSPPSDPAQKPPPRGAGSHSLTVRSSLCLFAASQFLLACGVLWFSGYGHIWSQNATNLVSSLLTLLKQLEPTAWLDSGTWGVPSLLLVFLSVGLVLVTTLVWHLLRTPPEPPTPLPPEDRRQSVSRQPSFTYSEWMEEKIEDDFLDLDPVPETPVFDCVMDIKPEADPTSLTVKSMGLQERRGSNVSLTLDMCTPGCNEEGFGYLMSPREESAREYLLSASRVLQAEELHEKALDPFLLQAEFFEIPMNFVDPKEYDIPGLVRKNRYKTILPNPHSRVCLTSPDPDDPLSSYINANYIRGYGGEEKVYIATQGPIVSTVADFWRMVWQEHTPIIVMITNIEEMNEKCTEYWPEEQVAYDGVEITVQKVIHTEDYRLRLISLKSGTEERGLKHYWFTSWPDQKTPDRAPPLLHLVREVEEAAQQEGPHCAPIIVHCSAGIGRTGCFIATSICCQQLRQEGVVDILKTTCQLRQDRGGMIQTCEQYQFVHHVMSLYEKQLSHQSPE
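Assay system: isolated STEP enzyme / Timing: 20 min at room temperature, dark / Doses: 20 µM, 1% DMSO / Technique: fluorescence intensity, excitation 480 nm, emission 540 nm / Reagent: fluorogenic phosphatase substrate OMFP at 25 µM final / Measure: percent inhibition scaled to no-enzyme and uninhibited-enzyme controls, plate-pattern corrected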
Scp-1 inhibitor – Scp-1 (human) phosphatase inhibition. inhibition, % at 20 µM. AID 493091. hit rate 0.88% among 340,000. Recombinant Scp1, phosphopeptide, malachite green phosphate absorbance;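 active means inhibition above about 50% at 20 µM, limit read from the data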;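 further: plate controls were DMSO wells with enzyme for no effect and wells lacking enzyme for full effect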
Target sequence (Q9GZU7 76-261 limits assumed): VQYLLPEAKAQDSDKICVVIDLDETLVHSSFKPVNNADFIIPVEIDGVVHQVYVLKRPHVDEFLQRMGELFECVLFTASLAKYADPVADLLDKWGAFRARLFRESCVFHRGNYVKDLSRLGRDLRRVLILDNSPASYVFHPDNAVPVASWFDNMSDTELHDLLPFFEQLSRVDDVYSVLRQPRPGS
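Test system – truncated SCP-1 phosphatase (76-261aa) · Reagent – Phosphorylated 17-residue peptide substrate · Incubation – 45 min room-temperature reaction, 5 min colour, 30 min stabiliser · Detection – colorimetric phosphate reagent with accelerator and stabiliser, absorbance at 630 nm · Measure – % inhibition at 20 µM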
SKN-1 block – inhibitors of C. elegans SKN-1 | C. elegans VP596 Pgst-4::GFP/RFP ratio, acrylamide-induced, 24 h | inhibition, % at 21.8 µM | hit rate 0.49% among 360,000 | AID 624304;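 active means interference check ratio from 0.5 to 1.5 plus GFP to RFP signal ratio inhibition reaching or exceeding a fixed threshold, cut at about 30% in these data, passing the limit was not always enough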; further: some compounds called inactive have numbers as strong as hits
NadD block – blocks S. aureus nicotinate mononucleotide adenylyltransferase. hit rate 0.78% among 360,000. purified NadD enzyme, colorimetric absorbance read-out. AID 602399. inhibition, % at 20 µM; in the data active means inhibition above about 26%; further: some compounds past the cut are filed as inactive
SUMO1-SIM PPI – SUMO1-SIM interaction modulation; inhibition, % at 20 µM; AID 602429; P63165; SUMO1 binding to a labelled peptide, TR-FRET, 1 h; hit rate 0.33% among 360,000; in the data active means inhibition above about 37%
Target sequence (P63165 whole entry, looked up): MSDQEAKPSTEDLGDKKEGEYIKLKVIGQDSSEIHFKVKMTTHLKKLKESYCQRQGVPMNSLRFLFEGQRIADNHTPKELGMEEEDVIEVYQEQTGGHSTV
Neddyl block – inhibitors of human cullin neddylation; P61081+Q13564; hit rate 0.58% among 360,000; TR-FRET cullin neddylation, biochemical; calls only at 25 µM; AID 651699; in the data active means inhibition above about 36%
Tb MetRS inh – Trypanosoma brucei MetRS inhibition | purified T. brucei MetRS, ATP depletion, Kinase-Glo luminescence | AID 624268 | inhibition, % at 11.9 µM | hit rate 0.4% among 360,000;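 active means inhibition above a per-plate cutoff of the control wells' mean inhibition plus 3 SD, cut at about 5.5% in these data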;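 further: 0% = DMSO wells median and 100% = median of wells with control inhibitor compound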
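Dosing: 11.9 µM single point; system: parasite MetRS enzyme; technique: luminescence of leftover ATP; times: 15 min enzyme-compound preincubation, 2 h reaction, 10 min detection, 25 °C; replicates: each compound tested once; read-out basis: percent inhibition relative to median high and low control wells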
DNMT1 inh – DNMT1 (human) enzyme inhibition; DNMT1 molecular beacon, Hinp1I cleavage, fluorescence; inhibition (reported as % activation of signal), % at 10 µM; hit rate 0.83% among 360,000; AID 588458; in the data active means inhibition above about 50%
The depositor's hits bear a star; i = inactive; nt = no result given; & = joins results of further samples.

SMILES | NRP1-CendR mod | LMPTP inh | STEP block | Scp-1 inhibitor | SKN-1 block | NadD block | SUMO1-SIM PPI | Neddyl block | Tb MetRS inh | DNMT1 inh
Cc1c(NC(=O)c2noc(C(C)C)c2[N+](=O)[O-])c(=O)n(-c2ccccc2)n1C | -5 | -1.4 | 1 | -6 | -2 | 3 | -11 | i | -0.1 | 0
CC(SCc1cn2cc(Cl)ccc2n1)C(=O)O (stereo unspecified) | 18 | -3.8 | 0 | -13 | -3 | 7 | -7 | i | 0.0 | 1
OC[C@@H]1CN(Cc2ccco2)C[C@H](n2cnc3c(N4CCN(c5ccccc5)CC4)ncnc32)O1 | -9 | 0.4 | 0 | nt | 8 | 2 | 12 | i | -0.1 | 2
COc1ccccc1C(c1nnnn1C(C)(C)C)N1CCN(Cc2ccccc2)CC1 (stereo unspecified) | 3 | -3.2 | -3 | 0 | -1 | -7 | -1 | i | -1.7 | 0
CCOC(=O)[C@]12Cc3c(cc(OC)c(OC)c3OC)[C@H]1N(Cc1ccccc1)C(=O)c1cc(F)c(F)cc12 | 0 | 2.9 | nt | nt | 1 | -7 | 10 | i | 0.3 | nt
CCc1noc(C)c1C(=O)OCC(=O)NCc1ccccc1 | 6 | -1.6 | 1 | -8 | 8 | -9 | 5 | i | -0.4 | 0
CCOC1=C2[C@H]([C@H]3C(=O)N(c4ccccc4)C(=O)[C@H]3C1)[C@@H](C(C)C)N(S(=O)(=O)c1ccc(C)cc1)[C@H]2c1ccccc1 | 11 | 1.4 | 3 | nt | 14 | 3 | -1 | i | -0.2 | -7
O=C(Cc1ccccc1)NN1C(=O)/C(=C/c2ccccc2C(=O)O)SC1=S | -6 | -1.1 | -2 | -8 | 8 | -5 | 8 | i | -0.1 | 1
CCc1ccc(N2CC(C(=O)Nc3ccc(S(=O)(=O)N4CCCCC4)cc3)CC2=O)cc1 (stereo unspecified) | 5 | 2.5 | 0 | 2 | -16 | -2 | 7 | i | -0.5 | -1
CC(=O)N/C(=N/c1nc(C)cc(C)n1)Nc1ccc(NC(C)=O)cc1 | 0 | -1.3 | -1 | -5 | 8 | 0 | 3 | i | -0.6 | -12
N#Cc1ccc(C(=O)N(Cc2ccco2)c2c(N)n(Cc3ccccc3)c(=O)[nH]c2=O)cc1 | 7 | -2.4 | -2 | -10 | -12 | 2 | -2 | i | -0.2 | 2
COCCSc1nnc(NC(=O)CSc2ccccc2)s1 | -12 | -0.7 | -2 | -9 | 7 | 3 | -3 | i | -0.5 | 2
C[C@@H](NCCc1ccc(O)cc1)[C@@H](O)c1ccc(O)cc1 | -6 | -1.2 | -6 | -14 | 2 | -2 | -1 | i | -0.9 | -2
CCCNc1c(F)c(F)c2c(C)c3ccccc3nc2c1F | 131 | 3.3 | 2 | -2 | 39* | 39* | -1 | i | -0.2 | -14
COc1cc(OC)cc(C(=O)NCCSC2CCCCC2)c1 | -3 | 0.7 | 0 | -7 | 7 | 2 | 5 | i | 0.3 | 0

A different layout for part of the listing above:
canonical_smiles,NRP1-CendR mod,LMPTP inh,STEP block,Scp-1 inhibitor,SKN-1 block,NadD block,SUMO1-SIM PPI,Neddyl block,Tb MetRS inh,DNMT1 inh
CCOC(=O)[C@]12Cc3c(cc(OC)c(OC)c3OC)[C@H]1N(Cc1ccccc1)C(=O)c1cc(F)c(F)cc12,0,2.9,nt,nt,1,-7,10,i,0.3,nt
CCc1noc(C)c1C(=O)OCC(=O)NCc1ccccc1,6,-1.6,1,-8,8,-9,5,i,-0.4,0
CCOC1=C2[C@H]([C@H]3C(=O)N(c4ccccc4)C(=O)[C@H]3C1)[C@@H](C(C)C)N(S(=O)(=O)c1ccc(C)cc1)[C@H]2c1ccccc1,11,1.4,3,nt,14,3,-1,i,-0.2,-7
O=C(Cc1ccccc1)NN1C(=O)/C(=C/c2ccccc2C(=O)O)SC1=S,-6,-1.1,-2,-8,8,-5,8,i,-0.1,1
CCc1ccc(N2CC(C(=O)Nc3ccc(S(=O)(=O)N4CCCCC4)cc3)CC2=O)cc1 (stereo unspecified),5,2.5,0,2,-16,-2,7,i,-0.5,-1
CC(=O)N/C(=N/c1nc(C)cc(C)n1)Nc1ccc(NC(C)=O)cc1,0,-1.3,-1,-5,8,0,3,i,-0.6,-12
N#Cc1ccc(C(=O)N(Cc2ccco2)c2c(N)n(Cc3ccccc3)c(=O)[nH]c2=O)cc1,7,-2.4,-2,-10,-12,2,-2,i,-0.2,2
COCCSc1nnc(NC(=O)CSc2ccccc2)s1,-12,-0.7,-2,-9,7,3,-3,i,-0.5,2

The list continues:
SMILES | NRP1-CendR mod | LMPTP inh | STEP block | Scp-1 inhibitor | SKN-1 block | NadD block | SUMO1-SIM PPI | Neddyl block | Tb MetRS inh | DNMT1 inh
CC(C)CC1Nc2ncnc(N3CCOCC3)c2N(Cc2ccccc2)C1=O (stereo unspecified) | 19&9 | -0.6&-0.6 | 0&-1 | 0 | 7&4 | -1&-3 | 0&3 | i | -0.2&0.1 | 3&2
CN(CC(=O)Nc1ccccc1Cl)C(=O)COC(=O)/C=C/c1ccccc1 | -6 | 0.7 | 0 | 1 | -2 | -5 | -16 | i | -0.7 | 0
COc1cc(C(=O)OCC(=O)Nc2cccc(S(=O)(=O)N3CCOCC3)c2)ccc1OCC(C)C | -4 | 3.9 | -2 | -10 | 14 | -10 | -1 | i | -0.2 | 1
C=CCn1c(=O)c(C(=O)Nc2cccnc2)c(O)c2ccccc21 | 2 | 1.4 | 2 | 8 | -7 | 12 | 4 | i | -0.9 | 15
CCn1cc(/C=C/C(=O)c2ccc(O)cc2)c(C)n1 | -32 | -1.1 | -7 | -4 | -11 | -5 | -10 | i | 0.0 | 0
Cc1ccc(S(=O)(=O)NCC(c2cccnc2)N2CCN(Cc3ccccc3)CC2)cc1 (stereo unspecified) | -15 | 1.3 | 0 | -9 | -1 | -3 | 2 | i | 0.4 | 0
COc1ccc(C2=NOC3(CC(=O)N(c4ccc(C)cc4)C3=O)C2)cc1 (stereo unspecified) | 8 | 1.4 | -1 | 13 | 18 | 2 | -1 | i | -0.8 | 20
CCN(CC)S(=O)(=O)c1ccc(C(=O)NCc2n[nH]c(=S)n2-c2ccc(Cl)c(Cl)c2)cc1 | -3 | -1.5 | 2 | 20 | 4 | 11 | 1 | i | -0.7 | -2
COc1cccc(C(=O)Nc2ccc3nc4n(c(=O)c3c2)CCCC4)c1 | 3 | 1.7 | 0 | -13 | -12 | 1 | 18 | i | -1.1 | 0
CCOc1ccc(OCC)c(S(=O)(=O)N2CCCCC2)c1 | 10 | -0.9 | -1 | -2 | -15 | 1 | -1 | i | -1.0 | 3
Oc1cccc(NC(=S)Nc2cccnc2)c1 | 8 | -0.1 | -2 | -2 | 5 | 1 | -5 | i | 0.8 | -3
CS(=O)(=O)Nc1ccc(S(=O)(=O)NC2CCCCC2)cc1 | 12 | -0.8 | 1 | -4 | -2 | 2 | 1 | i | 0.0 | 2
COc1ccc(-c2cn(-c3ccc(C)cc3C)c(=S)[nH]2)cc1OC | -9 | -0.3 | -1 | 0 | 4 | -1 | 9 | i | -0.5 | -11
C=CCOc1c(Br)cc(CNc2ccc(NC(=O)C(C)C)c(OC)c2)cc1OCC | -18 | 0.6 | 1 | -3 | 2 | 12 | -10 | i | -0.8 | -10
CCCSc1nc2cc(OC)c(OC)cc2c(=N)n1CCCN1CCOCC1 | -6 | 1.5 | 6 | 11 | -8 | -10 | 2 | i | -0.1 | -6
COc1ccc(NC(=O)CC2C(=O)N(c3cccc(C)c3)C(=O)N2C2CCCCC2)cc1 (stereo unspecified) | 14 | 0.0 | -2 | -20 | -1 | -4 | -2 | i | -0.5 | -9
COc1ccc(C(C)(C)C)cc1NC(=O)CCCN1C(=O)NC(C)(C)C1=O | 0 | -1.0 | 1 | -5 | 20 | 1 | 2 | i | -0.4 | -3
Cc1cccc(S(=O)(=O)NC(=O)C2(C)CCN2C(=O)C/C=C/c2ccccc2)c1 (stereo unspecified) | -1 | -1.7 | -2 | nt | 5 | 3 | 1 | i | 0.2 | 6
Cc1ccc(S(=O)(=O)/N=C(/NNC(=O)c2cccc(Cl)c2)c2ccccc2)cc1 | 7 | -0.1 | 1 | -10 | 2 | -5 | -1 | i | -1.0 | 1
CC(NC(=O)c1ccc(Br)cc1)c1ccc2c(c1)CCCC2 (stereo unspecified) | 0 | 2.7 | 0 | -7 | 8 | -9 | -1 | i | 0.1 | -3
O=C(COc1ccc2c3c(c(=O)oc2c1)CCC3)N1CCCCC1 | 9 | -0.3 | 0 | 0 | 18 | -2 | -8 | i | -0.2 | 1
Cc1cccc2nc(CSCc3ccco3)cn12 | -15 | 4.0 | 3 | 15 | 23 | 10 | 10 | i | -0.6 | 33
O=S(=O)(NCc1ccc(F)cc1)c1cccc(S(=O)(=O)N2CCOCC2)c1 | 24 | 0.8 | 3 | -3 | 0 | -2 | 0 | i | -1.6 | 9
CC1(Cc2ccc(F)cc2)C(=O)Nc2ccc(-c3cccnc3)cc21 (stereo unspecified) | 6 | -1.9 | 5 | nt | 13 | -6 | 2 | i | 0.5 | 2
O=C(NCCCNC(=O)c1ccccn1)c1ccc(Br)cc1 | 12 | -0.2 | 0 | -4 | -21 | 2 | 1 | i | 0.2 | 1
O=C(Cc1csc(Nc2nc(=S)[nH]c3ccccc23)n1)NCc1cccc(Cl)c1 | -23 | 0.1 | 1 | -2 | 5 | 32* | 5 | i | 0.5 | 27
CN(Cc1ccccc1)C(=O)c1ncn2c1C(=O)N(C)CC2 | -7 | -0.9 | 12 | nt | 6 | 1 | 5 | i | -0.5 | 3
COc1ccccc1S(=O)(=O)N[C@@H]1CC[C@@H](CCn2cc(C3CC3)nn2)O[C@@H]1CO | 8 | -0.6 | nt | nt | 7 | nt | -4 | i | -0.4 | nt
COc1cc(C)c(C(=O)Oc2cc(C)c(C(=O)O)c(O)c2C)c(O)c1C | -38 | 1.3 | -2 | -1 | 3 | 1 | 5 | i | 1.6 | -30
CCCCN(C(=O)c1cc(S(=O)(=O)N2CCOCC2)ccc1N1CCOCC1)c1ccccc1 | -20 | -0.1 | -1 | nt | 10 | 3 | -2 | i | -0.1 | 0
Cc1cc(Cl)ccc1NNC(=O)CCc1ccccc1 | -5 | -1.6 | -2 | -7 | -8 | 1 | 7 | i | 0.9 | 1
CCOC(=O)C1=C(C)OC(N)=C(C(=O)OCC)C1c1cccnc1 (stereo unspecified) | -4 | -2.0 | -6 | -3 | 10 | 14 | 3 | i | -0.9 | 0

Compound activity: PubChem BioAssay, several laboratories
